Pol iota inh – blocks human DNA polymerase iota activity | Q9UNA4 | Pol iota fluorescent replication assay, 10 min | Potency, µM (series often up to 115 µM), for the others: at the highest dose activity, negative = inhibition, most hits filed as inhibitors | 390,000 tested, 1% active | AID 588590; note: potency is the fitted concentration of half-maximal effect
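Pol iota at 10 nM preincubated 15 min with compounds at room temperature; reaction started with fluorescent substrate, 50 nM final. Fluorescence read kinetically at 0 and 10 min; buffer-only wells as negative control.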
POLB inh – DNA polymerase beta (human) inhibition; P06746; Pol beta primer extension/strand displacement, fluorescence kinetic; Potency, µM (top dose mostly 114 µM), for inactives: top-dose activity change, negative = inhibition, actives largely listed as inhibitors; 340,000 tested, 1.3% active; AID 485314; note: potency is the fitted concentration of half-maximal effect; % is set by controls: 0 for no effect and ±100 for the full control effect
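Human Pol beta at 10 nM; strand-displacement substrate 50 nM final. Compound exposure 15 min at room temperature before start, reaction 10 min at room temperature.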
POLK inh – inhibitors of human DNA polymerase kappa. Q9UBT6. Potency, µM (titrated, usually from 107 µM), without a hit: at the highest dose activity, negative = inhibition, most hits filed as inhibitors. AID 588579. purified Pol kappa, fluorescent DNA synthesis assay, 10 min. 400,000 tested, 0.53% active; note: potency is the fitted concentration of half-maximal effect; % is set by controls: 0 for no effect and ±100 for the full control effect
Target sequence (Q9UBT6 whole entry, looked up): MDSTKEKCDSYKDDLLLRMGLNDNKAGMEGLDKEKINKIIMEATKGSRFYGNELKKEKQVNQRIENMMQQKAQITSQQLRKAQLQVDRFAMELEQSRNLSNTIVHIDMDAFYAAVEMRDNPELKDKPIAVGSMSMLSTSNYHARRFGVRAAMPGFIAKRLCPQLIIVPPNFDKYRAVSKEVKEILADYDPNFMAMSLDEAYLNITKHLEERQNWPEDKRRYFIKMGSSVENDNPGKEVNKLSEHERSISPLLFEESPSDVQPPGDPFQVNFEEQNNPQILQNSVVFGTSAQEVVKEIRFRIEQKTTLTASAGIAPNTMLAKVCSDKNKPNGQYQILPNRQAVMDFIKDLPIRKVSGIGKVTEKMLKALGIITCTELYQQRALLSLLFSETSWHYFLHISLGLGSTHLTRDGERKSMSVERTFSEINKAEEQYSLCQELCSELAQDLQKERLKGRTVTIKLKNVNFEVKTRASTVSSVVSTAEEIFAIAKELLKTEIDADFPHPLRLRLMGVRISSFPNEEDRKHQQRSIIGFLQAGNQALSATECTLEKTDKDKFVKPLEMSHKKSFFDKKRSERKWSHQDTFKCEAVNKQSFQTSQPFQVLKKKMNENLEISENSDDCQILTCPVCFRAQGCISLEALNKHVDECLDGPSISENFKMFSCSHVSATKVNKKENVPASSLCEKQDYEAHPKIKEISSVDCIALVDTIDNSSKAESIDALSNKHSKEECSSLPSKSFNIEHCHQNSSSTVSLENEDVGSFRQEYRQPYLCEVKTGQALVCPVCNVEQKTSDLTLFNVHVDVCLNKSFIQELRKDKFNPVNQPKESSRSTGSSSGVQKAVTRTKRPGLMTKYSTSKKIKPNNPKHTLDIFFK
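Kinetic fluorescence readout at 0 and 10 min followed reaction start with substrate at 50 nM final. Beforehand, enzyme (10 nM Pol kappa) stood 15 min with compound at room temperature; buffer-only wells were negative controls.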
APEX1 inh – blocks human APE1 abasic DNA cleavage; recombinant APE1, TAMRA/BHQ-2 abasic DNA cleavage fluorescence; Potency, µM (series often up to 65.8 µM), inactives show at the highest dose activity change, negative = inhibition, hits mostly inhibitors; 350,000 tested, 0.35% active; AID 2517;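 note: potency is the fitted concentration of half-maximal effect; plate controls were vehicle for no effect and reference inhibitor for full effect; nearly all actives have a fitted effect of over 55% in size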
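APE1 at 0.75 nM final was preincubated with compound 15 min at room temperature, then 50 nM double-stranded THF abasic-site substrate (5'-TAMRA/3'-BHQ-2) was added. Fluorescence (ex 525/em 598 nm) was read kinetically; third-minus-first read gave activity.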
Apoferritin bind – binds horse apoferritin like a general anesthetic; P02791; apoferritin/1-aminoanthracene competitive binding, fluorescence; Potency, µM (titrated, usually from 77.5 µM), inactives show at the highest dose activity change, negative = displacement, hits mostly inhibitors; 350,000 tested, 0.074% active; AID 485281; note: potency is the fitted concentration of half-maximal effect; % is set by controls: 0 for no effect and ±100 for the full control effect; nearly all actives have a fitted effect of over 20% in size
Target sequence (P02791 2-175 limits assumed): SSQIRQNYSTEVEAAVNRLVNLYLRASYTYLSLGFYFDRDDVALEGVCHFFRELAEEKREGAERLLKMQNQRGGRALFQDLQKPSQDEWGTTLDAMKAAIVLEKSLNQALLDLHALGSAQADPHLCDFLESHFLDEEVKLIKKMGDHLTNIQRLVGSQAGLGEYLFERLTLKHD
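Steps: apoferritin (10 uM) was premixed with half-saturated 1-AMA in PBS, compounds were pin-transferred, plates stood 10 min at room temperature, fluorescence was read at 380/535 nm, and curves were fitted with a Hill equation.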
12-LOX inh – blocks human arachidonate 12S-lipoxygenase; Potency, µM (series often up to 108 µM), without a hit: top-dose activity change, negative = inhibition, hits mostly inhibitors; AID 1671190; P18054; purified 12hLO, xylenol orange hydroperoxide absorbance; 580,000 tested, 1.1% active; note: potency is the fitted concentration of half-maximal effect; % is set by controls: 0 for no effect and ±100 for the full control effect
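Hydroperoxide product was detected by ferrous iron/xylenol orange as the 573 to 405 nm absorbance ratio. Arachidonic acid at 40 uM (final) was turned over for 30 min at room temperature by 150 nM human 12hLO, pH 7.0 Hepes buffer, after 15 min compound preincubation.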
TRHR agonist – TRH receptor (human) agonism. 360,000 tested, 0.18% active. activation, % at 2 µM. AID 493084. P34981. TRHR cells, calcium flux fluo-8, FDSS agonist mode; in the data active = activation above about 30%; note: 0% is about no effect
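TRHR-expressing cells loaded with fluo-8 calcium dye; 23 nL library compound pin-transferred, kinetic FDSS fluorescence (Ex 480/Em 530) recorded about 180 s for agonist-induced calcium release, before a 10 nM TRH EC20 addition for potentiator mode.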
BLM helicase inh – Bloom syndrome helicase (human) inhibition | Potency, µM (top dose mostly 56.1 µM), inactives show at the top dose activity change, negative = inhibition, hits mostly inhibitors | 350,000 tested, 0.2% active | recombinant BLM DNA unwinding, fluorescence dequenching | AID 2528 | P54132;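 note: potency is the fitted concentration of half-maximal effect; plate controls were vehicle for no effect and no enzyme for full effect; nearly all actives have a fitted effect of over 35% in size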
ERG-DNA inh – blocks human ERG Ets domain binding to DNA. P11308. fluorescence polarization, His-ERG Ets domain / labelled DNA. Potency, µM (doses to about 76.9 µM), for the others: top-dose FP activity, negative = inhibition, actives largely listed as inhibitors. 370,000 tested, 0.028% active. AID 624246; active = well fitted inhibition curve with a large enough effect in the polarisation, with a control signal flat; inconclusive = small, poorly fitted or top-dose-only effect, or effect the other way, or a change in a side signal; inactive = no such curve, though single readings can be large or run the other way; the % refers to the polarisation;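 note: polarization taken with two DNA probes labelled with fluorescein and Texas red; potency is the fitted concentration of half-maximal effect; % of control where 0% means no effect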
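His-tagged ERG Ets domain (1 uM in the protein solution; 300mM KCl, 50mM Tris-HCl, 1mM EDTA, 1mM DTT, pH 7.5) received compound, then a probe mix of 5 nM fluorescein-DNA and 100nM Texas-615-DNA. Fluorescence polarization was read for both dyes.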
* = called active by the depositor; i = inactive; ? = inconclusive; . = not tested or not shown; [ ] = dose if it differs, or a comment. Unless noted, calls come from the whole dose curve; as a rule, active = well fitted curve in the direction sought with a large enough effect; inconclusive = small, poorly fitted or top-dose-only effect, or another doubt; inactive = no such curve, though single readings can be large; an effect the other way counts as inactive or inconclusive.

canonical_smiles,Pol iota inh,POLB inh,POLK inh,APEX1 inh,Apoferritin bind,12-LOX inh,TRHR agonist,BLM helicase inh,ERG-DNA inh
C/C(CC(=O)Nc1ccc(F)cc1)=N\NC(=O)c1ccccn1,143%[activator],11%,-2%,?,-6%,6%,0.5,0%,19%
O=C(N/N=C/c1ccc(Cl)c([N+](=O)[O-])c1)c1cnccn1,26%,14%,1%,-4%,-5%,-8%,0.6,-1%,4%
CC(C)CN(C(=O)COC(=O)c1ccc2c(c1)OCCO2)c1c(N)n(Cc2ccccc2)c(=O)[nH]c1=O,10%,.,-17%,-15%,.,-6%,0.3,.,3%
S=C(NCCc1ccccc1)N1CCc2ccccc2C1,18%,-6%,-6%,-5%,-1%,-30%,0.8,-13%,-7%
CCOC(=O)c1c(C)nc2c(c1-c1ccc(Cl)cc1)C(=O)CC(C)(C)C2,36%[activator],1%[57.1 µM],-4%,-4%,3%,1%,-0.3,0%,-4%
Cc1cccc(CN2C(=O)NC(c3ccccc3)(c3ccccc3)C2=O)c1,?,71%,-13%,-7%,-2%,-4%,-0.6,-17%,9%
Cc1nnc(SCC(=O)NCc2ccco2)n1Cc1ccccc1,-4%,7%,7%,-1%,-6%,i,0.4,-2%,-2%
COc1ccc(CNC(=O)CN(C)S(=O)(=O)c2ccc3c(c2)n(C)c(=O)c(=O)n3C)cc1,8%,-27%,6%,31%,-9%,1%,0.0,3%,10%
C/C=C/c1ccc(OCCOCCOc2cccc3cccnc23)c(OC)c1,11%,36%,-8%,10%,-8%,4%,-2.0,-1%,6%
Cc1ccc(NC(=O)[C@@H]2CCCN2C(=O)c2cccs2)cc1S(=O)(=O)N1CCCCC1,-3%,.,-8%,3%,.,-18%,-1.0,.,-2%

The closing 4 compounds of the part above open the next one.
canonical_smiles,Pol iota inh,POLB inh,POLK inh,APEX1 inh,Apoferritin bind,12-LOX inh,TRHR agonist,BLM helicase inh,ERG-DNA inh
Cc1nnc(SCC(=O)NCc2ccco2)n1Cc1ccccc1,-4%,7%,7%,-1%,-6%,i,0.4,-2%,-2%
COc1ccc(CNC(=O)CN(C)S(=O)(=O)c2ccc3c(c2)n(C)c(=O)c(=O)n3C)cc1,8%,-27%,6%,31%,-9%,1%,0.0,3%,10%
C/C=C/c1ccc(OCCOCCOc2cccc3cccnc23)c(OC)c1,11%,36%,-8%,10%,-8%,4%,-2.0,-1%,6%
Cc1ccc(NC(=O)[C@@H]2CCCN2C(=O)c2cccs2)cc1S(=O)(=O)N1CCCCC1,-3%,.,-8%,3%,.,-18%,-1.0,.,-2%
COc1ccc(-n2c(COc3cccc(C)c3)n[nH]c2=S)cc1,55%[activator],83%,-18%,8%,-5%,8.9µM*,0.1,0%,-10%
CC(C)COC(=O)c1ccccc1OC(=O)c1ccncc1,59%[activator],-28%,-9%,-2%,-12%,2%,-0.5,0%,1%
COc1ccc(C2C=C(c3ccccc3)Nc3nc(NC(=O)c4cccc([N+](=O)[O-])c4)nn32)cc1 (configuration not stated),39%[activator],13%,0%,.,-3%,0%,0.0,-1%,0%
COc1ccc(Cc2nnnn2CC(=O)O)cc1,6%,5%,-5%,14%,-7%,134%[activator],0.5,0%,-6%
Cc1nc(NC(=O)C2CC2)sc1C,6%,19%,-5%,?,-2%,3%,1.1,0%,-12%
Cc1ccc(C2=NN(C(=O)CN3CCN(C4CCS(=O)(=O)C4)CC3)C(c3ccco3)C2)cc1 (configuration not stated),27%,.,-6%,-2%,.,21%,-0.7,.,.
O=C(CCc1ccccc1)NCc1ccncc1,1%,17%,-8%,3%,-1%,22%,-0.5,5%,5%
COc1ccc(Cl)cc1NC(=O)CCS(=O)(=O)c1nc(-c2cccs2)cc(C(F)(F)F)n1,2%,22%,-11%,.,4%,13%,0.5,-1%,-1%
Cc1ccc(C(=O)CCC(=O)N2CCN(c3ccc(F)cc3)CC2)cc1,21%,0%,-16%,15%,1%,15%[57.4 µM],-0.3,2%,2%
COc1ccc(-c2n[nH]c(=S)n2-c2ccccc2C)cc1,67%[activator],0%,-12%,6%,-4%,?,0.5,4%,6%

With a hit mark in 12-LOX inh, among the entries above:
canonical_smiles,Pol iota inh,POLB inh,POLK inh,APEX1 inh,Apoferritin bind,12-LOX inh,TRHR agonist,BLM helicase inh,ERG-DNA inh
COc1ccc(-n2c(COc3cccc(C)c3)n[nH]c2=S)cc1,55%[activator],83%,-18%,8%,-5%,8.9µM*,0.1,0%,-10%

(cont.)
canonical_smiles,Pol iota inh,POLB inh,POLK inh,APEX1 inh,Apoferritin bind,12-LOX inh,TRHR agonist,BLM helicase inh,ERG-DNA inh
CSc1ccc(CN(C)C(C)C(=O)NCc2ccccc2)cc1 (configuration not stated),85%[activator],22%,3%,-2%,-13%,0%,-0.5,-4%,4%
CCN(CC)S(=O)(=O)c1cccc(-c2csc(C)n2)c1,11%,-2%,15%,0%,-12%,8%,-0.4,-1%,10%
O=C(COc1ccccc1)Nc1nnc2n1CCS2,32%[activator],-17%,-5%[60.1 µM],.,-1%,6%,0.5,-4%,-8%
O=C(O)c1ccc(N2C(=O)c3ccc(C(=O)c4cccc([N+](=O)[O-])c4)cc3C2=O)cc1,13%,-18%,-12%,-10%,1%,-1%,0.4,1%,5%
O=C(NCc1cccc(CNC(=O)C(=O)NCC2CCCO2)c1)C(=O)NCC1CCCO1 (configuration not stated),80%[activator],27%,1%,31%[activator],0%,-9%,0.6,-2%,-4%
NC(=O)Nc1cc(Cl)ccc1Cl,-4%[58.9 µM],9%,2%,2%,-2%,?,0.8,0%,7%
Cc1ccc(Cl)cc1N1CCN(CCCNC(=O)c2ccc3nc(N4CCCCC4)sc3c2)CC1,17%,1%,-7%,.,6%,-15%,-0.1,-8%,-3%
CCOC(=O)[C@H]1[C@H]2COc3ccc(OC)cc3[C@@H]2N2C(=O)c3ccccc3NC(=O)[C@@]12C,23%,.,-18%,3%,.,0%,-0.3,.,-3%
O=C(Oc1ccc(Br)cc1)c1cccc(S(=O)(=O)N2CCOCC2)c1,108%[activator],0%,0%,54%[activator],-7%,8%,0.5,-3%,0%
O=Cc1cc(Br)c(OC(=O)N2CCOCC2)c(Br)c1,4%,0%,-6%,5%,-4%,234%[activator],1.3,-5%,4%
O=C1c2ccccc2C(=O)C1c1ccccc1F,57%[activator],29%,-11%,48%[activator],-3%,-15%,0.2,-1%,-3%
Cc1ccc(C)c(NC(=O)c2cc(S(=O)(=O)N3CCc4ccccc4C3)ccc2F)c1,2%,1%,-4%[60.1 µM],.,-9%,-30%,-0.3,-9%,-13%
c1ccc(N2N=C(c3cccs3)CC2c2ccco2)cc1 (configuration not stated),6%,8%,-14%,-6%,371%[activator],5%,0.4,-8%,-8%
C/C(CCC(C)C)=N\NS(=O)(=O)c1ccc(C)c([N+](=O)[O-])c1,-9%,-28%,2%,-5%,?,-27%,0.1,-3%,13%
O=C(c1cc(F)c(F)cc1Cl)N1CCOCC1,2%,7%,10%,-3%,-13%,120%[activator][57.4 µM],0.9,-3%,-12%
COc1ccc(OC2C(=O)N(c3ccc(C)c(C)c3)C2c2ccc(OC)c(OC)c2)cc1 (configuration not stated),45%[activator],2%,-8%,-5%,44%[activator],-1%,1.1,-6%,9%
CC(=O)c1ccc(S(=O)(=O)N2CCn3cccc3C2c2ccc(C)cc2)cc1 (configuration not stated),?,20%,-7%[60.1 µM],.,-13%,-26%,0.0,-10%,0%
CNC(=O)NC(=O)CSc1cccc(C(F)(F)F)c1,7%,6%,-12%,3%,?,-17%,-0.9,0%,.
O=C(Cn1c(=O)oc2ccc(Cl)cc21)Nc1ccon1,30%,27%,2%,14%,0%,-2%,-0.1,-2%,-2%
Cc1nc2ccccc2c2oc(C(=O)N3CCC(C)CC3)cc12,-16%,18%,-6%,19%,-9%,-10%,-0.1,0%,-4%
N#Cc1c(N)nc(SCC(=O)NCc2ccc3c(c2)OCO3)c(C#N)c1-c1cccs1,-3%,0%,2%,1%,4%,-3%,0.0,0%,-6%
O=C(Nc1ccccc1N1CCN(c2ccccc2)CC1)c1ccccc1,98%[activator],0%,-5%,1%,0%,1%,-0.1,-12%,7%
Cc1ccc(C)c(N2CCN(C(=O)c3cn(C)c4ccc(S(=O)(=O)N(C)C)cc4c3=O)CC2)c1,1%,8%,-16%,0%,-22%,-1%[57.4 µM],-0.2,-8%,4%
O=C(NC1CCCC1)c1ccc(Cl)c(S(=O)(=O)N2CCOCC2)c1,157%[activator],27%,0%,-4%,-10%,-33%,0.4,1%,-6%

High-throughput results: PubChem, National Center for Advancing Translational Sciences (NCATS)

An excerpt (hit frequency here may not be typical).
